EPAC1 ag: agonists of human EPAC1; actives 0.073% (n = 360,000); EPAC1 agonist qHTS, biochemical assay; response scale: 100% = response to 6.5 mM cAMP; O95398; Potency, µM (series often up to 154 µM), without a hit: at the highest dose activation, hits mostly activators; further: potency means the concentration at half of the fitted maximal effect; nearly all actives have a fitted effect of over 60% in size
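EPAC1 100 nM, Rap1B–BODIPY-GDP 250 nM, unlabeled GDP 50 uM; compound titration; 5 min RT; kinetic read ex480/em540 at 5-min intervals ×30 min; data normalized to 6.5 mM cAMP agonist control.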
EPAC1 antag: blocks human EPAC1 exchange factor; O95398; Potency, µM (top dose mostly 115 µM), without a hit: at the top dose activity change, negative = inhibition, actives largely listed as inhibitors; actives 0.14% (n = 360,000); AID 720709; EPAC1 GEF assay, Rap1b-BODIPY-GDP exchange fluorescence;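 further: potency means the concentration at half of the fitted maximal effect; plate controls were vehicle for no effect and positive control for full effect; nearly all actives have a fitted effect of over 50% in size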
PLK1 PBD block: blocks phosphopeptide binding to human PLK1 polo-box domain | Plk1 PBD binding of FITC phosphopeptide, fluorescence polarization | actives 2.8% (n = 360,000) | P53350 | AID 720504 | Potency, µM, without a hit: max response, negative = inhibition, most hits filed as inhibitors; further: potency means the concentration at half of the fitted maximal effect; series mostly up to about 57 µM; on the % scale 0 is the no-effect control and ±100 the full control effect; nearly all actives have a fitted effect of over 65% in size
WRN inhibitor: WRN helicase (human) inhibition; WRN helicase unwinding, fluorescent forked duplex, kinetic; actives 0.46% (n = 360,000); Potency, µM (series often up to 114 µM), for the others: at the highest dose activity change, negative = inhibition, hits mostly inhibitors; further: potency means the concentration at half of the fitted maximal effect; on the % scale 0 is the no-effect control and ±100 the full control effect; nearly all actives have a fitted effect of over 55% in size
Target sequence (Q14191 whole entry, looked up): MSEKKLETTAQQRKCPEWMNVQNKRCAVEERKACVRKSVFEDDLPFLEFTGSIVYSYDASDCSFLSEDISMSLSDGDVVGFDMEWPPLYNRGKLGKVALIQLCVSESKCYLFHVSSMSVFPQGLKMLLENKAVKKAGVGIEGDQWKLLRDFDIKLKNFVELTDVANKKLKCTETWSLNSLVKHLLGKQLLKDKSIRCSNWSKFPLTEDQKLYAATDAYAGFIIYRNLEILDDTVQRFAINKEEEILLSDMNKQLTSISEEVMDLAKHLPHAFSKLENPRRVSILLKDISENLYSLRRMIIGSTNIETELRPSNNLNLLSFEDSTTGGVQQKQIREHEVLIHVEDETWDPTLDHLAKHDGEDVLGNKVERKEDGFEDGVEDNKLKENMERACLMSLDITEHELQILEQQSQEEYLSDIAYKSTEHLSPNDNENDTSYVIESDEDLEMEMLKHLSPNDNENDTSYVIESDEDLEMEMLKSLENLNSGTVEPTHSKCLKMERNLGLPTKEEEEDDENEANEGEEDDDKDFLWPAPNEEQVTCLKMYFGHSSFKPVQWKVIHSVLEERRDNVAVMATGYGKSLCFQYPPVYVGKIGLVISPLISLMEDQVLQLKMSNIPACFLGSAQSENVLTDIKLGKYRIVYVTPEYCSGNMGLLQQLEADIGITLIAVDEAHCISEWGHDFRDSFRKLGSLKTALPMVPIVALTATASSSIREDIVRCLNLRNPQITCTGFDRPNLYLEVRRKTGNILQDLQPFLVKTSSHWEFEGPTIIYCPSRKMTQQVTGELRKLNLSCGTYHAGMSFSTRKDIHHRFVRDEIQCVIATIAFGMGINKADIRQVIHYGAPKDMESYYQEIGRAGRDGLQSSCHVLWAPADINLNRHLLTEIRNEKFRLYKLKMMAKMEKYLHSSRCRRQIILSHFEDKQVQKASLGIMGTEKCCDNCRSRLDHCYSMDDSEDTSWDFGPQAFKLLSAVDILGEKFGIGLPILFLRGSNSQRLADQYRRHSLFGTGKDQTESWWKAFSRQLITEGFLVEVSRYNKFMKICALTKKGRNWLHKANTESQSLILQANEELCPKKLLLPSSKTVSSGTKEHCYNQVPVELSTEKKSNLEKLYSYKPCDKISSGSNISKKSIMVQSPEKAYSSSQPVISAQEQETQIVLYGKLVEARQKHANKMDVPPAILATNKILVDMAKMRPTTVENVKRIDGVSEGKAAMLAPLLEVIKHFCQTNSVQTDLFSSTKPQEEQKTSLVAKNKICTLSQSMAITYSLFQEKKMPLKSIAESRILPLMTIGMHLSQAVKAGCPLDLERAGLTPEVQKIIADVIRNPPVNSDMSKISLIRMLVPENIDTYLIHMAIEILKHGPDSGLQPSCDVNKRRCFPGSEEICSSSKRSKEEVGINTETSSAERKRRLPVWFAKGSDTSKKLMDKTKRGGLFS
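Primary qHTS, 1536-well format. 20 nM WRN + compound, 15 min RT; start with 100 nM forked fluorophore/quencher duplex, 2 mM ATP (final); kinetic read ex 525/em 598 nm.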
PI5P4K alpha inh: PI5P4K alpha (human) kinase inhibition; P48426; PI5P4Kalpha enzyme, ADP-Glo luminescence, 60 min; stronger effect = lower value; max response, %; actives 1.2% (n = 330,000); AID 652105; active means max response of -50% or lower; inconclusive means between -30% and -50%; inactive means -30% or higher; further: value at the top dose of about 77 µM; on the % scale 0 is the no-effect control and ±100 the full control effect
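Compounds were pin-transferred onto PI5P4Kalpha and substrate in HEPES pH 7.4 buffer with EGTA, CHAPS and 5% DMSO. ATP (5 microM final) started the reaction, which ran 60 minutes at room temperature before ADP-Glo detection.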
Abeta rescue: restores growth of yeast expressing A-beta42 peptide. yeast expressing A-beta42, growth rescue, OD600, 48 h; response scale: 0% DMSO, 100% iron-clioquinol control. Potency, µM (series often up to 46.1 µM), for the others: at the top dose growth rescue, actives largely listed as activators. actives 0.063% (n = 410,000). AID 1347071; further: potency means the concentration at half of the fitted maximal effect; nearly all actives have a fitted effect of over 55% in size
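Growth rescue measured by 600 nm absorbance after 48 h yeast culture at 30 C with compound. Values normalized between DMSO and an equimolar ferric chloride plus clioquinol control.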
aSyn yeast inh: rescues yeast growth from alpha-synuclein toxicity; Yeast expressing alpha-synuclein, growth rescue, BacTiter-Glo, 24 h; Potency, µM (doses to about 46.1 µM), for the others: at the highest dose growth rescue (activation), actives largely listed as activators; actives 0.14% (n = 370,000); further: potency means the concentration at half of the fitted maximal effect; % of control where 0% means no effect; nearly all actives have a fitted effect of over 65% in size
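Galactose-induced alpha-syn yeast (OD600=0.02, raffinose-pregrown) + pinned cpd, 24 hr, 30 deg C; growth by BacTiter-Glo luminescence. Growth restoration scores as activation.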
IL-2 act: activators of IL-2. IL-2 activation reporter assay, cell-based qHTS; stimulated with anti-CD3/CD4/CD28 beads; in transgenic mouse T cells. activation, % (series mostly up to about 46 µM). actives 0.065% (n = 360,000); in the data active means activation above about 50%; inconclusive means mostly about 30% to 49%; further: 0% is about no effect
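Quantitative HTS in unstimulated transgenic mouse T cells, with memory T cells as non-tolerant control and PMA/ionomycin as tolerance-bypass control. Compound pretreatment lasted 60 minutes before 18 h bead stimulation; EGFP/DsRed fluorescence read.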
FUS suppressor: FUS proteinopathy suppression in yeast; Potency, µM (top dose mostly 76.6 µM), for inactives: at the highest dose growth rescue (activation), most hits filed as activators; S. cerevisiae FUS-expressing, growth rescue, OD600, 24 h; actives 0.24% (n = 390,000); AID 1347120;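 further: potency means the concentration at half of the fitted maximal effect; plate controls were DMSO vehicle for no effect and reference control for full effect; nearly all actives have a fitted effect of over 55% in size; some results filed as inactive show a strong effect at the top dose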
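Yeast expressing FUS under galactose induction, OD 0.005 in 2% galactose medium; compounds in a dilution series, 24 h at 30C. Growth rescue by absorbance at 600 nm; CP55940 positive control, DMSO negative.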
An asterisk follows results filed as active; u = inconclusive; x = not tested or not shown; [ ] = remark or other dose. Unless noted, the call rests on the fitted dose curve; in most records, active means well fitted curve in the direction sought with a large enough effect; inconclusive means small, poorly fitted or top-dose-only effect, or another doubt; inactive means no such curve, though single readings can be large; an effect the other way counts as inactive or inconclusive.

Every second line gives: EPAC1 ag	EPAC1 antag	PLK1 PBD block	WRN inhibitor	PI5P4K alpha inh	Abeta rescue	aSyn yeast inh	IL-2 act	FUS suppressor
> Cc1ccccc1CCNCc1ccc(Br)cc1
 : -7%	-6%	2%	-6%	6	10%	1%	-1.9	10%
> Cc1nn(Cc2ccc(Cl)cc2Cl)c(Cl)c1C(=O)NC1CCCc2ccccc21 (configuration not stated)
 : -5%	-3%	2%	1%	-1	8%	0%	-0.6	-10%
> C/C=C/CC#N
 : -16%	-24%	1%	2%	28	-13%	2%	0.0	-35%
> COC(=O)C1=C(c2ccccc2)C[C@@H]2CC[C@H]1N2C(=O)N1CCCCC1
 : -7%	6%	-4%	-9%	0	-11%	-27%	-2.3	3%
> COc1ccc(OCC(=O)N2CCN(C(C)C)CC2)cc1
 : -5%	-9%	-5%	-4%	6	16%	4%	-0.4	13%
> CCOc1ccc(N)cc1
 : 7%	3%	-1%	0%	-2	2%	-6%	-0.1	-10%
> O=C1N(c2nncs2)CCN1[N+](=O)[O-]
 : 0%	-3%	4%	-1%	0	3%	12%	-1.9	-28%
> CC1(O)CCN2C(=O)CCc3cccc1c32 (configuration not stated)
 : -2%	-13%	-6%	-6%	-7	7%	-7%[1.84 µM]	-0.3	5%
> Cc1cc(/C=C2\C(=O)NC(=O)N(C)C2=O)c(C)n1-c1ccc2c(c1)OCO2
 : -10%	-13%	-19%	-15%	u	8%	1%	1.9	34%
> CNS(=O)(=O)c1ccc(-c2ccc(C=C3C(=O)NC(=O)NC3=O)o2)cc1
 : x	-2%	2.1µM*	u	-20	-7%	1%	-1.3	-15%

Taken from above:
Cc1cc(/C=C2\C(=O)NC(=O)N(C)C2=O)c(C)n1-c1ccc2c(c1)OCO2 | WRN inhibitor = -15%
CNS(=O)(=O)c1ccc(-c2ccc(C=C3C(=O)NC(=O)NC3=O)o2)cc1 | PI5P4K alpha inh = -20

Remaining list, next part
Every second line gives: EPAC1 ag	EPAC1 antag	PLK1 PBD block	WRN inhibitor	PI5P4K alpha inh	Abeta rescue	aSyn yeast inh	IL-2 act	FUS suppressor
> O=C(Cn1c(=O)oc2cc(S(=O)(=O)N3CCCC3)ccc21)N1CCN(c2ccccc2F)CC1
 : -32%[inhibitor]	-27%	-5%	-14%	1	-10%	-9%	-2.8	4%
> COc1ccc(OC(=O)N(C)C[C@H]2OCc3cnnn3CCCC(=O)N([C@@H](C)CO)C[C@H]2C)cc1
 : 1%	6%	-7%	6%	-1	0%	u	-0.1	-19%
> O=C1Nc2cc(C(=O)N3CCC4(CC3)OCCO4)ccc2S/C1=C\c1ccccc1
 : 11%	4%	-11%	0%	-2	-3%	1%	-1.8	13%
> NCCc1ccc(OCc2ccccc2)c(OCc2ccccc2)c1
 : -10%	-5%	2%	1%	14	-23%	-8%	-0.5	x
> O=S(=O)(c1ccc(F)cc1)N1CCCC1c1cccnc1 (configuration not stated)
 : 3%	7%	-10%	-3%	-3	1%	-5%	1.3	-2%
> CCn1nc(-c2ccccc2)nc2c(=O)n(C)c(=O)nc1-2
 : u	u	u	-18%	-8	-92%[inhibitor]	-76%[inhibitor]	-0.6	5%
> COc1nc2ccccc2c(=O)n1-c1ccc(Cl)cc1
 : -8%	25%	8%	-13%[57.1 µM]	-2	-27%	-1%	-0.4	3%
> Cc1ccc(S(=O)(=O)N2Cc3cc(N4CCOCC4)ccc3-n3nncc3C2)cc1
 : 9%	-7%	-3%	0%	0	-11%	-3%	-0.4	-19%
> CCc1ccc(NC(=O)CCNC(=O)N2C[C@H]3C[C@@H](C2)c2cccc(=O)n2C3)cc1
 : -12%	-5%	-9%	-4%	2	-12%	-8%	-0.2	-4%
> CC(C)CC(NC(=O)CCCNC(=O)CCC(=O)OC1O[C@H]2OC3(C)CC[C@H]4[C@H](C)CCC(C1C)C24OO3)C(=O)O (some centres not stated)
 : 0%	5%	-12%	19%	0	-24%	-2%	1.1	21%
> CN(c1ccc(O)cc1)c1ccc([N+](=O)[O-])c2nonc12
 : 3%	-17%	-8%	-9%	0	-3%	2%	0.6	-31%
> Cn1c(=O)n(CC(=O)N2CCC3(CC2)OCCO3)c(=O)c2ccccc21
 : -1%	-3%	-3%	-9%[57.1 µM]	8	12%	-1%	-1.6	-8%
> C#CCCC[C@@H]1OC(=O)CNC(=O)C([C@@H](C)CC)NC(=O)[C@@H]2CCCN2C(=O)C([C@@H](C)CC)OC(=O)[C@H](Cc2ccccc2)N(C)C(=O)[C@H](C(C)C)NC(=O)C1(C)C (some centres not stated)
 : -21%	-25%	-19%	-2%	-2	-33%	3%	-0.7	7.9µM*
> O=C(Nc1ccc(F)cc1F)c1cccnc1Oc1cccc(C(F)(F)F)c1
 : -7%	3%	2%	3%	x	6%	1%	-0.1	3%
> O=C(O)c1nonc1-c1nonc1C(=O)O
 : 5%	6%	-10%	-4%	x	15%	-1%	-2.5	-14%
> Cc1ccc(-c2ccc(=O)n(CC(=O)N3CCC4(CC3)OCCO4)n2)cc1
 : 17%	8%	-9%	5%	-2	-9%	-13%	0.1	-23%
> Cc1cc(C)cc(N2C(=O)NC(=O)/C(=C\c3cccn3-c3ccccc3)C2=O)c1
 : -1%	-26%	2.1µM*	u	0	7%	7%	-2.6	26%
> O=C(CN1CCCCC1)c1ccc(OC(F)F)cc1
 : -1%	-14%	-8%	-2%	4	3%	3%	-1.6	14%
> O=C(O)c1ccc2c(c1)C1C(Cl)C(Sc3ccccc3[N+](=O)[O-])CC1C(c1cccc([N+](=O)[O-])c1)N2 (configuration not stated)
 : -2%	-29%	19µM*	u	u	-11%	7%	0.3	9%
> Cc1nc(SCc2c(Cl)cccc2Cl)nc(OC(=O)N(C)C)c1C
 : -5%	-1%	3%	-3%	6	11%	-7%	-0.7	37%
> CCOC(=O)[C@]12Cc3cc(C)ccc3[C@H]1N(CCC(=O)OC)C(=O)c1cc(OC)ccc12
 : -7%	-3%	u	-4%	0	-10%	2%	-1.2	41%
> Cc1cc(OC(=O)N(C)C)nc2c1c(C)nn2C
 : 5%	2%	-14%	2%	-4	-6%	-1%	-0.1	-3%
> COP(=O)(NC(C)=O)SC (configuration not stated)
 : -5%	15%	-6%	3%	0	0%	6%	0.0	-37%
> O=C(CCCN1CCC(n2c(=O)[nH]c3ccccc32)CC1)c1ccc(F)cc1
 : x	-9%	-8%	7%	11	3%	4%	-0.4	-35%
> O=C1NC(=O)N(c2ccc(F)cc2)C(=O)/C1=C/c1ccc(N2CCOCC2)cc1
 : 0%	5%	12µM*	-33%	-20	-13%	-2%	0.2	27%
> CC(=O)NC(Cc1ccc(N(CCCl)CCCl)cc1)C(=O)NCC(=O)NCC(=O)O (configuration not stated)
 : 4%	0%	-2%	-10%	8	1%	0%	-0.4	20%
> CCCn1ncc(CN2CCCC(C(=O)c3cccc(OC)c3)C2)c1C (configuration not stated)
 : 0%	9%	5%	-1%[11.6 µM]	1	-8%	-7%	-0.5	21%
> CCCCn1c(O)c(C(CC)=NCc2cccnc2)c(=O)[nH]c1=O
 : -2%	16%	-2%	3%	x	5%	2%	-0.4	16%
> N#CC(Br)Br
 : -25%	13%	-5%	5%	-4	-6%	-6%	-0.4	-37%
> CC1CN2c3ccc([N+](=O)[O-])cc3CC3(C(=O)N(C)C(=O)N(C)C3=O)C2C(C)O1 (configuration not stated)
 : 5%	4%	-8%	5%	4	-11%	11%	0.6	11%
> O=C1NC(=O)C(CCc2ccncc2)(CCc2ccncc2)C(=O)N1CCc1ccccc1
 : 16%	-10%	-11%	4%	-3	5%	0%	-0.2	9%
> O=c1[nH]c(=O)n(-c2cccc(Cl)c2)c(O)c1C=NCCCN1CCOCC1
 : 5%	0%	-3%	-3%	0	15%	2%	-0.3	10%
> Cc1cccn2c(=O)c3cc(C(=O)N4CCC5(CC4)OCCO5)n(C)c3nc12
 : 5%	4%	-16%	-13%	-2	-13%	-1%	-1.8	-15%
> C/C(=N\NC(=O)c1ccccc1O)c1c(O)n(Cc2ccccc2)c(=O)[nH]c1=O
 : -3%	0%	-8%	-19%	-71*	-26%	-2%	1.0	12%
> COc1ccc(OCc2n[nH]c(=S)n2Cc2ccco2)cc1
 : 8%	-11%	27µM*	-13%	-2	u	-1%	2.1	13%
> O=c1c2ccccc2nc(CNCC2CCCO2)n1-c1ccc(F)cc1 (configuration not stated)
 : 3%	-6%	7%	0%	1	-4%	1%	-2.6	2%
> Cc1ncc([N+](=O)[O-])n1CCOc1nonc1N
 : -1%	-2%	-3%	6%	-3	-3%	-1%	0.5	-22%
> CCN(CC)C(=O)c1ccc(NC(=O)c2cc(S(=O)(=O)N3CCCCCC3)ccc2OC)cc1
 : 2%	-12%	3%	1%	-10	3%	-10%	-0.1	12%
> CCCCn1c(O)c(C=NCCCn2ccnc2)c(=O)[nH]c1=O
 : 11%	21%	-7%	-4%	-7	-15%	-10%	-1.1	22%
> CSC1=NP(=S)(SC)N(C)c2nc3n(c21)CCC3 (configuration not stated)
 : -3%	-7%	-19%	8%	-3	-3%	4%	-1.9	-13%
> COC(=O)C1=C(c2cccc(C#N)c2)C[C@@H]2CC[C@H]1N2C(=O)N1CCCC1
 : 1%	7%	6%	-5%	2	4%	1%	0.0	0%
> O=C1NC(=O)N(CCc2ccc(F)cc2)C(=O)/C1=C\C=C\c1ccccc1
 : 4%	-3%	u	-18%	-4	-15%	14%	-0.5	21%
> CC1CCCN(C(=O)CN2C3CCC2CC(O)(c2ccc(F)cc2)C3)C1 (configuration not stated)
 : 10%	9%	-7%	-11%	2	-3%	-4%	3.7	3%
> CCCCn1c(O)c(/C=C/C=Nc2ccccc2)c(=O)[nH]c1=O
 : 7%	18%	-4%	1%	-20	-7%	0%	9.2	x
> COC(=O)CSc1n[nH]c(=S)s1
 : -5%	-13%	19µM*	6%	-21	19%	-8%	-3.9	6%
> COc1cc(O)c2c(c1)/C=C/C[C@H](O)[C@H](O)C(=O)CCC[C@H](C)OC2=O
 : -3%	-10%	1%	0%	8	-9%	2%	0.2	-18%

A portion of the library, so the mix of outcomes need not match the whole.
